Compound activity: PubChem, several laboratories
M4 antag – CHRM4 antagonism in calcium assay. CHO-hM4 cells, ACh EC80, Fluo-8 calcium fluorescence. actives 0.73% (n = 360,000). AID 624125. inhibition, % at 3 µM. P08173;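 active = inhibition above its plate's cutoff, the mean inhibition of sample wells plus 3 SD, cut at about 27% in these data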;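 also: 0% = acetylcholine EC80 with DMSO and 100% = DMSO without agonist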
Target sequence (P08173 whole entry, looked up): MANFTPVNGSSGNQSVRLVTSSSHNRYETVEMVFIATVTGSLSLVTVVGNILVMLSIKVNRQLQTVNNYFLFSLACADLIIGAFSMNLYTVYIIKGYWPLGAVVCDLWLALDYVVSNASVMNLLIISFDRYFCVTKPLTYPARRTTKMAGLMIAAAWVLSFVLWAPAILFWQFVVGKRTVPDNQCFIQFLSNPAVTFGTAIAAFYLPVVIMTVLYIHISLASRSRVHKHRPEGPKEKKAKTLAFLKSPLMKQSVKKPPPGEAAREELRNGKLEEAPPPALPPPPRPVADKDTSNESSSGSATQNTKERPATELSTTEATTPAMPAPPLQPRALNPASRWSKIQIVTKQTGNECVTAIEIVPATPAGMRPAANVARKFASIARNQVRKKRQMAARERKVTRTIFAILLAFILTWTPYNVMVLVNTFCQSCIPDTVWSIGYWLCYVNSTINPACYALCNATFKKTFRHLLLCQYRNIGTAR
M5 PAM – positive allosteric modulators of human muscarinic M5 receptor | CHO-K1 hM5, Fluo-8 calcium, ACh EC20 PAM; 0% = ACh EC20, 100% = ACh EC100 | actives 0.3% (n = 360,000) | activation, % at 3 µM | P08912 | AID 624038;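 active = activation above the run cutoff, the mean activation of all test compounds plus 3 SD, cut at about 18% in these data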
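Assay system: CHO-K1 hM5 cells. Also added: acetylcholine at EC20 concentration, added after compound. Dosing: 3 µM, single dose. Times: compound preincubation 140 s before EC20 acetylcholine addition. Signal: Fluo-8 calcium fluorescence. Measure: % activation relative to EC20 and EC100 ACh responses. Repeats: singlicate, one well per test compound.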
IDE inh – inhibitors of human insulin-degrading enzyme in cells; inhibition, % at 5.59 µM; AID 434962; HEK cells, FAbetaB cleavage, fluorescence polarization; actives 0.41% (n = 320,000);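 active = percent inhibition above the average of all tested compounds plus 3 SD, set per screening campaign, cut at about 16% in these data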;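 also: IDE supplied by intact live HEK cells; FP after avidin binding of uncleaved biotin substrate so inhibition keeps polarization high; 0% = DMSO wells and 100% = 60 µM reference IDE inhibitor Ii1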
CRFR2-BP ag – CRF-BP/CRF-R2 complex agonism. activation, % at 13.2 µM. HEK293 CRF-R2/CRF-BP, calcium dye fluorescence (FLIPR); percent of saturating CRF peptide response. AID 588473. actives 0.46% (n = 350,000);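 active = activation of at least 50%, plus an integration ratio under a set limit after plate pattern correction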;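 also: plate controls were neutral control wells without compound for no effect and CRF at EC100 for full effect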
CRFR2-BP antag – antagonists of CRF-binding protein/CRF-R2 receptor complex; AID 588475; inhibition, % at 11.8 µM; actives 0.59% (n = 350,000); HEK293 CRF-R2/CRF-BP, CRF-induced calcium fluorescence;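 active = inhibition of the ligand-induced calcium signal above about 50% at the single tested concentration, limit read from the data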
M4 ag – CHRM4 agonism in calcium assay; P08173; CHO-K1 hM4/Gqi5, Fluo-8 calcium fluorescence; vehicle 0%, full acetylcholine response 100%; activation, % at 3 µM; actives 0.14% (n = 360,000); AID 624127;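 active = activation above the run mean over all test wells plus 3 SD, cut at about 32% in these data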;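 also: peak over basal fluorescence ratio per well then scaled between controls; 0% = DMSO wells and 100% = acetylcholine at EC100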
M4 PAM – CHRM4 positive allosteric modulation | P08173 | CHO-K1 hM4/Gqi5, Fluo-8 calcium fluorescence, ACh EC20; 0% = ACh EC20, 100% = maximal ACh | activation, % at 3 µM | actives 0.4% (n = 360,000);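 active = activation above its plate's cutoff, the mean activation of sample wells plus 3 SD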; also: some results filed as inactive read as strong as hits
M5 ag – agonists of human muscarinic M5 receptor (CHRM5). AID 624037. activation, % at 3 µM. CHO-K1 hM5 cells, Fluo-8 calcium fluorescence; 0% DMSO wells, 100% maximal acetylcholine response. actives 0.19% (n = 360,000). P08912;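 active = activation above the run's mean over test compounds plus 3 SD, cut at about 23% in these data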;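 also: signal is peak over basal fluorescence ratio across the kinetic read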
M5 antag – CHRM5 antagonism in calcium assay; actives 0.59% (n = 360,000); AID 624040; P08912; inhibition, % at 3 µM; CHO-hM5 cells, Fluo-8 calcium fluorescence, ACh EC80;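 active = inhibition above a per-plate cutoff, the mean of that plate's test compounds plus 3 SD, cut at about 27% in these data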;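 also: 0% = acetylcholine EC80 with DMSO and 100% = DMSO without agonist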
An asterisk follows results filed as active; · = not tested or not shown.

SMILES,M4 antag,M5 PAM,IDE inh,CRFR2-BP ag,CRFR2-BP antag,M4 ag,M4 PAM,M5 ag,M5 antag
C[C@H](NC(=O)c1[nH]cnc1C(=O)Nc1nccs1)c1ccccc1,8,7,2,0.2,-8,1,-2,2,12
O=C(Nc1ccc(Cl)c(Cl)c1)Nn1cnnc1,-1,-2,·,-1.4,0,0,-5,2,2
Cc1cccc(-c2noc(CNC(=O)COc3ccccc3C)n2)c1,-18,-12,2,-0.4,-1,2,2,-5,12
COc1ccc(C(=O)Oc2ccc(/C=N/NC(=O)c3cccnc3)cc2OC)cc1,3,-10,9,-2.3,2,11,-7,8,-2
O=Cc1cn(CC(O)Cn2cc(C=O)c3ccccc32)c2ccccc12,-1,-7,8,-0.9,1,2,-2,-4,7
Cc1cccc(C)c1NC(=O)C1(C)CSCC(=O)N1CCC(C)C (stereo unspecified),-6,6,·,·,·,2,7,3,-5
O=C(Nc1cc(N2CCCCC2)ncn1)c1ccccc1,0,-5,2,-2.6,-13,4,1,6,5
COc1ccc(CNC(=O)CN(C(=O)c2ccc(CN3CCOCC3)o2)C2CCCC2)cc1,-7,9,2,-0.1,13,0,2,-3,-10
O=C(CSc1nnc(CNc2ccc(F)cc2)n1Cc1ccccc1)NCc1ccccc1,-1,-8,5,-0.6,5,10,-3,-1,4
Cn1c(N)c(C(=O)COC(=O)C2Cc3ccccc3CN2S(C)(=O)=O)c(=O)n(C)c1=O (stereo unspecified),-20,-5,·,-1.0,-3,2,15,1,0
Cc1ccc2nsnc2c1NC(=O)c1ccc2c(c1)OCCO2,5,0,3,-1.0,6,0,0,-1,1
COCCc1nc2ccc(C(=O)N3CCCCC3COC)cc2o1 (stereo unspecified),1,1,4,-1.7,18,2,0,-1,-6
O=C(N/N=C/c1c[nH]c2ccccc12)c1sc2ccccc2c1Cl,9,-9,2,-0.3,-13,3,1,-2,9
COc1cccc(CN2C(=O)c3cccc(N)c3C2=O)c1,-1,0,4,14,-19,0,8,-2,2
O=C(c1ccccc1)N1CCN(C(=S)NCc2ccco2)CC1,-1,-2,0,0.0,3,1,-2,0,12
O=S(=O)(c1ccc(NC(=S)N2CCN(c3ccc(O)cc3)CC2)cc1)N1CCOCC1,-7,-2,2,-1.3,-2,15,8,-1,6
CCCCCn1c(SCC2CCCO2)nc2cc(C(=O)N3CCC(C(N)=O)CC3)ccc2c1=O (stereo unspecified),5,-2,9,-2.4,-48,8,-16,-2,1
O=C(C[n+]1cc(-c2ccccc2)n2c1CCC2)OCc1ccccc1,1,4,2,-1.5,16,1,4,-10,-3
Cc1ccc(-n2nnc(-c3nccn3C)n2)cc1,-4,1,2,-0.2,-2,-1,3,-6,14
COc1ccc(NC(=O)CN2CCN(CC(=O)Nc3ccccc3Cl)CC2)c(OC)c1,-8,0,-2,-3.2,2,3,12,3,-1
CCOC(=O)c1cc(NC(=O)SCC(=O)O)c(C)nc1C,-4,3,6,-2.3,26,1,8,-1,-3
CCOc1cc(Br)cc(/C=C2\SC(=Nc3ccccc3)NC2=O)c1O,-5,7,22*,2.0,-13,2,-2,9,4
Cc1ccc2c(c1)-c1cc(C)ccc1C2=O,-9,1,·,1.2,-16,-2,-2,1,7
COc1ccc(OC)c(-c2cc(-c3cccnc3)nc(N)c2C#N)c1,3,-8,2,-0.9,20,3,-1,-2,8

3 compounds already listed, ordered by SMILES length, low to high:
SMILES,M4 antag,M5 PAM,IDE inh,CRFR2-BP ag,CRFR2-BP antag,M4 ag,M4 PAM,M5 ag,M5 antag
COCCc1nc2ccc(C(=O)N3CCCCC3COC)cc2o1 (stereo unspecified),1,1,4,-1.7,18,2,0,-1,-6
O=C(CSc1nnc(CNc2ccc(F)cc2)n1Cc1ccccc1)NCc1ccccc1,-1,-8,5,-0.6,5,10,-3,-1,4
O=S(=O)(c1ccc(NC(=S)N2CCN(c3ccc(O)cc3)CC2)cc1)N1CCOCC1,-7,-2,2,-1.3,-2,15,8,-1,6

Next section
SMILES,M4 antag,M5 PAM,IDE inh,CRFR2-BP ag,CRFR2-BP antag,M4 ag,M4 PAM,M5 ag,M5 antag
CN1CCN(C(=O)/C(=C\c2ccc3c(c2)OCO3)NC(=O)c2cccs2)CC1,-7,-8,2,0.3,-16,2,19,-5,-7
Cc1cc(C(=O)NNC(=O)CCC2CCCCC2)c(C)o1,-1,1,-3,-0.5,7,2,7,-3,-1
CCc1cc(CNC(=O)CC2C(=O)NCCN2Cc2ccccc2C(F)(F)F)on1 (stereo unspecified),1,-1,-2,3.5,-7,0,-4,-2,2
O=C1CC(NC2CCN(C(=O)c3cccc(F)c3)CC2)C(=O)N1 (stereo unspecified),-3,-2,-4,0.4,6,1,2,-3,3
COc1ccccc1NC(=O)C1=C(C)NC(=O)NC1c1ccc(C)s1 (stereo unspecified),6,3,-1,-2.0,11,0,-3,-4,5
CCCS(=O)(=O)NC(=O)C1(C)CCN(C(=O)c2nc(C)oc2C)C1 (stereo unspecified),-4,4,·,·,·,0,0,-1,-1
CCOC(=O)c1cn(CC)c2cc(N3CCN(C)CC3)c(F)cc2c1=O,4,6,-3,0.6,5,1,3,-3,-5
Cc1oc2ccc(NS(=O)(=O)c3cccc4cccnc34)cc2c1C(=O)OC(C)C,-5,-4,-3,2.2,-21,1,-3,-1,-1
N#Cc1cn(Cc2cccc(Cl)c2)c2ccccc12,7,-9,1,0.9,-37,-1,0,-9,8
COc1cc(NC(=S)NC(=O)CCc2ccccc2)cc(OC)c1,-11,0,-5,2.5,-21,0,-1,-4,-5
CN1CCN(c2ccc(S(=O)(=O)N3CCOCC3)cc2NC(=O)CSCc2ccccc2)CC1,10,3,0,-0.7,-5,0,-5,-7,13
CCc1nn(CCCC(=O)NC(C)c2ccccc2)c(=O)c2cc3occc3n12 (stereo unspecified),2,6,2,-0.6,-8,1,2,-3,-9
COCCNC(=S)N(C)C1(c2ccccc2Cl)CCCCC1=O (stereo unspecified),-4,3,0,1.1,-7,1,5,2,2
COc1cc(CNCc2cccnc2)ccc1OCC(=O)NC(C)(C)C,-3,-5,-5,-3.5,3,0,-6,-5,9
CCCNC(=O)c1cc2c(c(-c3cccc(-c4ccc(C#N)cc4)c3)n1)[C@@H](CCO)N(C(=O)CC)C2,1,-11,·,·,·,5,-1,2,1
CSc1ccccc1C(=O)C1CCCN(C(=O)CCc2cccnc2)C1 (stereo unspecified),4,-7,3,0.3,-4,0,-6,0,7
CC(C)c1ccc(S(=O)(=O)N2CCN(C(=O)CCNC(=O)Nc3ccccc3)CC2)cc1,-9,-2,-6,-0.4,-6,5,1,-1,-12
COc1ccccc1NC(=O)CSc1nnc(-c2ccco2)n1Cc1ccco1,7,-2,4,-2.9,2,-1,-3,-2,0
C=CCn1c(SCCC#N)nnc1-c1ccncc1,-7,-1,-4,1.1,16,2,14,1,-2
CC(=O)Nc1c(C)ccc([N+](=O)[O-])c1C,7,-3,·,-1.7,-8,0,-5,3,7
COc1ccccc1N1CCN(Cc2cc(OC)c3c(c2)OCO3)CC1,1,-2,5,0.0,11,0,-6,-17,16
c1ccc(Cn2c(NCc3ccncc3)nc3ccccc32)cc1,8,2,-1,-0.5,-4,1,-10,-5,2
CCOC(=O)c1sc(=S)n(CC)c1NC(=O)c1ccccc1,-22,-1,1,-0.2,8,2,9,0,-5
CC(C)CC(=O)Nc1ccnn1C1CCN(C(=O)c2ccccc2F)CC1,-7,-5,-2,0.3,-22,1,-3,-1,10
CC(=O)Nc1cccc(NC(=O)C2CCCN2C(=O)Nc2ccc(C)cc2)c1 (stereo unspecified),4,-7,5,-0.4,6,1,4,-3,-4
Cc1ccc(NC(=O)[C@H](Cc2ccccc2)NC(=O)C2CCNCC2)cc1,4,-1,-4,0.3,0,0,4,-4,6
CCC(=O)N1c2ccccc2[C@@H](N(C(C)=O)c2ccccc2)C[C@H]1C,-9,0,1,-0.2,6,1,7,-2,-3
COc1cc([N+](=O)[O-])cc(/C=N/NC(=O)c2cc(C)nc3ccccc23)c1O,2,3,-2,2.0,-9,0,2,3,-2
Cc1cc(C)n2[nH]c(=O)c(N=Nc3cccc(Cl)c3)c2n1,-4,-8,-2,-1.3,14,0,4,-3,5
Cc1noc(C)c1COc1cccc(C(=O)N2CCc3ccccc32)c1,-6,3,4,-9.0,29,0,-4,-6,-12
COCCNC(=O)C(NC(=O)C1CCCCC1)C12CC3CC(CC(C3)C1)C2 (stereo unspecified),-2,5,0,0.0,-1,0,2,1,-7
CCN(Cc1ccccc1)S(=O)(=O)c1ccc(C(=O)N(CCCN(C)C)c2nc3cc4c(cc3s2)OCO4)cc1,-7,0,2,1.6,-11,10,-9,-6,-11
c1ccc(-c2nc(-c3nccc4ccccc34)oc2-c2ccccc2)cc1,-3,-9,6,0.0,14,0,-2,-2,19
O=C(NCc1ccc(Cl)c(Cl)c1)c1cc(C2CCCCN2C(=O)c2ccccc2)on1 (stereo unspecified),-8,-2,·,·,·,3,1,0,4
CN1CC=C2C(C#N)=C(N)C(C#N)(C#N)[C@H](c3ccoc3)[C@H]2C1,11,5,0,24,-20,4,8,0,4
Cc1cccc(Cn2c(NC3CCCC3)nc3c2c(=O)[nH]c(=O)n3C)c1,1,-2,·,-0.4,-11,0,-1,-1,1
S=c1ncc2[nH]c(=S)[nH]c2[nH]1,-11,1,·,2.5,5,0,15,2,-1
COc1cc(CNCc2cccs2)ccc1OCc1cccs1,2,-8,1,1.6,9,6,-7,-2,6
Nc1nnc(-c2cccc(Cl)c2Cl)c(N)n1,-3,3,-1,-0.2,5,1,2,1,-6
